Assay outcomes: PubChem BioAssay, several laboratories
HIF-2a block – inhibitors of HIF-2a; inhibition, % at 18.8 µM; AID 624352; 360,000 compounds, 0.72% hits; 786-0 RCC cells HIF-2a reporter, luciferase luminescence, overnight;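 active = inhibition of the luminescence signal of 40% or more relative to plate controls, in a single-dose primary screen at 18.75 µM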
MITF TRPM1 inh – reduces MITF-dependent TRPM1 promoter luciferase signal; SK-MEL-5 TRPM1 promoter luciferase, 24 h; inhibition, % at 12.5 µM; 330,000 compounds, 0.83% hits; AID 488899;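 active = mean inhibition across replicates of 60% or more, whatever share of single replicates reaches that level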; also: values of inactives mirror those of a sister screen read the other way
aDG glyco act – alpha-DG glycosylation activation; 360,000 compounds, 0.22% hits; Pro5-aDG cells, alpha-DG glycosylation AlphaScreen (IIH6); 0% Pro5, 100% B10-LARGE cell signal; activation, % at 10 µM; AID 624168;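 active = activation of at least 8% versus controls, or a plate z-score of at least 8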;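 also: Pro5 are CHO cells carrying HIG-tagged alpha-DG that lacks glycosylation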
PDI inh – inhibitors of human protein disulfide isomerase; 350,000 compounds, 0.052% hits; PDI insulin aggregation turbidity, A650, 90 min; inhibition, % at 10 µM; AID 588391;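 active = mean inhibition across replicates of 30% or more, whatever share of single replicates reach that level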;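 also: absorbance from insulin aggregation driven by PDI reduction with DTT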
Target sequence (P07237 whole entry, looked up): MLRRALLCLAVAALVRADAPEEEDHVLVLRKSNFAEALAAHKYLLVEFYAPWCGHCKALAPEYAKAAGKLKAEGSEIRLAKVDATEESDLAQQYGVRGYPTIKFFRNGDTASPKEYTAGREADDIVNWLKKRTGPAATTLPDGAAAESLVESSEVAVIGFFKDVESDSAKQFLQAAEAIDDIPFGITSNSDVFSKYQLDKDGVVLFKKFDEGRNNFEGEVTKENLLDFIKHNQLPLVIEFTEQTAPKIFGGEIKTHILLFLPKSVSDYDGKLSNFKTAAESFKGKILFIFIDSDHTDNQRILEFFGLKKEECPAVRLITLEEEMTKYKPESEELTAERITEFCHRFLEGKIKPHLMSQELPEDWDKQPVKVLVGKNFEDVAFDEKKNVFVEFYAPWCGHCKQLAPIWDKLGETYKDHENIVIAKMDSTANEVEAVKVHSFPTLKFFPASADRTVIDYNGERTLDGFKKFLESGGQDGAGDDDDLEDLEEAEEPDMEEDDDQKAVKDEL
CaV13 FRET inh – Primary screen for inhibitors of IQ motif and Ca2+-dependent inactivation inhibitor domain binding in CACNA1D, Förster resonance energy transfer in living cells, …; HEK cells, CFP/YFP FRET ICDI-IQ, plate reader, 10 min; percent FRET-ratio fall versus neutral wells; inhibition, % at 12.3 µM; 340,000 compounds, 0.098% hits; AID 743397;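 active = mean replicate inhibition of at least 30% and at least 1% of replicates passing that level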;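 also: 0% = median of the neutral control wells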
Peg3 prom inh – reduces Peg3 promoter-driven luciferase expression in HeLa; 360,000 compounds, 1.7% hits; AID 588405; inhibition, % at 20 µM; HeLa PEG-Prom luciferase reporter, luminescence, overnight;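 active = inhibition of at least 50% at 20 µM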
Exocytosis inh – blocks lytic granule exocytosis; TALL-104 LAMP-1 surface exposure, flow cytometry; cells stimulated with thapsigargin and PMA; inhibition, % at 10 µM; 360,000 compounds, 0.66% hits; AID 651702;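 active = inhibition above about 55%, limit read from the data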
Vif imaging – blocks HIV Vif function; HEK293T cells, Vif self-association by quenched fluorescence, imaging, 24 h; inhibition, % at 7.49 µM; 340,000 compounds, 0.35% hits; in the data active = inhibition above about 50%, passing the limit was not always enough; also: some results filed as inactive read as strong as hits
NR2E3 ag-1 – NR2E3 (human) agonism. AID 2300. GST-NR2E3/biotin-RetCOR TR-FRET, 1536-well. inhibition of corepressor binding, % at 4.78 µM. 320,000 compounds, 0.12% hits;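 active = percent inhibition above the cutoff of mean plus 3 SD of all tested compounds, set per screening campaign, cut at about 20% in these data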;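 also: 0% = DMSO wells and 100% = biotin wells as full block of FRET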
Target sequence (Q9Y5X4 whole entry, looked up): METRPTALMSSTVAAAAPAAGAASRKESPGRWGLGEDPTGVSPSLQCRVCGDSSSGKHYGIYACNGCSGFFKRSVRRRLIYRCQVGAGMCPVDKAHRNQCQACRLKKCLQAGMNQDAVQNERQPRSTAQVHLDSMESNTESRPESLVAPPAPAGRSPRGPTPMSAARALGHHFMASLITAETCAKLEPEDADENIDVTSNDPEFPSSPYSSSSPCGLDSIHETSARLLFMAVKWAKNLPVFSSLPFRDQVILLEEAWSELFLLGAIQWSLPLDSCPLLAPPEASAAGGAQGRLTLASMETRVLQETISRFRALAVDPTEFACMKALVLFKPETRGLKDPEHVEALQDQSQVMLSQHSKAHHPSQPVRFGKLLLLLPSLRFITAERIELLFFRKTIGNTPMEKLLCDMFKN
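system = GST-tagged NR2E3 plus biotinylated RetCOR corepressor | input = 1.35 nM GST-NR2E3 | also added = 7 nM biotin-RetCOR | schedule = 5 h incubation at 4 °C | measured by = TR-FRET with europium anti-GST and streptavidin-D2, 340 nm excitation | read-out = percent loss of FRET ratio relative to control wells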
NR2E3 ag-2 – activates human NR2E3 receptor; CHO-S Gal4-NCOR/VP16-NR2E3 two-hybrid, luciferase; inhibition of corepressor binding, % at 3.98 µM; 360,000 compounds, 0.35% hits; AID 602229;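 active = inhibition above the mean of all tested compounds plus 3 SD, cut at about 70% in these data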;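 also: 0% = DMSO with NR2E3 transfected cells and 100% = cells lacking NR2E3 construct; higher means lower luciferase signal from less NR2E3 corepressor binding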
iPSC survival up – increases survival of single human iPS cells; hiPSC single-cell survival, ATPlite luminescence; 100% = ROCK inhibitor wells, 0% = DMSO; survival enhancement, % at 20 µM; AID 602274; 360,000 compounds, 0.044% hits; in the data active = survival enhancement above about 18%;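 also: cells exposed to compounds for 16 hours before the ATP read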
Active calls of the source: *; x = no result given.

Start of the data: the first 2 compounds (preview)
canonical_smiles	Peg3 prom inh	Vif imaging	NR2E3 ag-2	PDI inh	NR2E3 ag-1	CaV13 FRET inh	aDG glyco act	iPSC survival up	MITF TRPM1 inh	Exocytosis inh	HIF-2a block
COc1ccc(S(=O)(=O)O)cc1P(=O)(c1ccccc1)c1ccccc1	4	5	-23	-2	-1	-3	0.1	0.7	-7	4	8
Cn1c(=O)[nH]c(=O)c2c1nc(N1CCOCC1)n2CCCSc1ncccn1	8	-1	-20	-3	-1	x	-0.1	4.9	-10	2	9

This part in full, previewed entries included:
canonical_smiles	Peg3 prom inh	Vif imaging	NR2E3 ag-2	PDI inh	NR2E3 ag-1	CaV13 FRET inh	aDG glyco act	iPSC survival up	MITF TRPM1 inh	Exocytosis inh	HIF-2a block
COc1ccc(S(=O)(=O)O)cc1P(=O)(c1ccccc1)c1ccccc1	4	5	-23	-2	-1	-3	0.1	0.7	-7	4	8
Cn1c(=O)[nH]c(=O)c2c1nc(N1CCOCC1)n2CCCSc1ncccn1	8	-1	-20	-3	-1	x	-0.1	4.9	-10	2	9
CCN1CCN(c2c(C=O)c(Cl)nc3ccc(OC)cc23)CC1	5	-4	-41	11	0	-2	0.0	-0.7	-17	29	25
COc1ccc(CNC(=O)COc2cc(=O)n(C)c3ccccc23)cc1	2	13	34	-1	-2	8	-0.2	1.9	12	-4	5
O=C(Cn1cc([N+](=O)[O-])cn1)Nc1ccn(Cc2c(F)c(F)cc(F)c2F)n1	11	-4	3	5	-3	-7	0.1	-0.4	3	-1	12
COc1ccc(N2CCN(c3ncccc3C#N)CC2)cc1	-17	0	-23	5	1	-6	-0.1	-0.5	2	-1	-50
COc1cc2c(cc1OC)CN(C(=O)c1nn(Cc3ccccc3)c(=O)c3ccccc13)CC2	49	-18	-16	-1	-2	-2	-0.2	-0.3	31	-2	16
O=C(COC(=O)CCC(=O)c1ccc(F)cc1)NCc1ccc(Cl)cc1	-37	7	8	-2	x	-18	-0.1	-1.1	9	-11	-4
CSc1ccccc1-c1nnc(-c2ccc(Cl)cc2Cl)o1	-281	6	-75	-1	3	0	1.3	-3.5	-73	0	-254
Cc1nn(-c2ccccc2)c(C)c1NC(=O)COC(=O)c1ccc(Cl)c(N)c1	18	-4	-17	-2	0	-11	-0.2	-0.5	-4	0	-1
Cc1ccc(NC(=O)C(SCC(=O)O)c2ccccc2)cc1C (configuration not stated)	-3	17	-4	-16	-2	-5	0.1	-2.1	10	2	-9
Cc1cc(C)c(NC(=O)C2CCCN2CCOC(=O)c2cccc([N+](=O)[O-])c2)c(C)c1 (configuration not stated)	12	-3	-1	5	-3	-5	0.9	1.7	7	30	19
Cc1ccc(NC(=O)COc2cccnc2[N+](=O)[O-])cc1S(=O)(=O)N1CCOCC1	1	-5	-19	5	-1	6	0.0	0.9	5	-2	11
COc1ccc(/C=C2/N=C(SC)NC2=O)cc1OC	-47	-5	-29	15	-4	-5	0.0	-0.3	-73	4	-37
CC1CCCN(C(=O)CSc2nnc(-c3c[nH]c4ccccc34)o2)C1 (configuration not stated)	-80	-1	-36	1	1	x	0.0	3.2	7	7	-136
COC(=O)C1=C(C)N(Cc2ccccc2)C(=S)N[C@H]1c1cccc(F)c1	24	3	13	3	5	-4	0.1	-1.5	x	-4	10
FC(F)(F)c1cccc(NC(=S)NCc2ccccc2)c1	12	0	11	0	3	-5	0.1	-0.1	-1	-1	-22
O=C(c1ccccc1Br)N1N=C(c2ccccc2)CC1c1ccccc1F (configuration not stated)	19	-13	-6	19	0	-2	0.1	-0.5	-2	41	16
COc1cccc(NC(=O)CSc2nnc(CNC(=O)c3ccco3)n2C)c1	10	25	-19	-2	-1	-5	0.2	-0.4	-7	-9	18
C=CCn1c(NCc2ccc3c(c2)OCO3)nc2ccccc21	-111	5	-58	-4	-2	-5	0.1	1.1	-22	-2	-167
COc1ccc(-c2cc(NC(=O)c3cncn3-c3ccccc3)ccc2OC)cc1	-2	-4	18	-7	6	-4	-0.1	-0.5	0	11	21
Cc1nn2c(N3CCOCC3)cc(C(C)C)nc2c1-c1ccccc1	23	-7	-7	7	-2	-5	0.0	-0.2	-2	-8	11
CN(C)c1ccc(/C=N/N2CCN(Cc3ccccc3Cl)CC2)cc1	-17	3	-22	-13	1	-3	-0.3	-0.6	-13	-12	-73
COc1cc(-c2nc3ccc(C)cn3c2NCc2ccccc2)ccc1SC1CCCCC1	15	-6	-26	-6	1	-6	1.9	1.0	-3	-10	-39
O=C(COC(=O)c1ccc(Cl)nc1)NC1CCCCCC1	6	-1	30	-5	4	-5	-0.3	-0.5	-1	-2	13
CCOc1ccc(N2C(=O)CC(SC(=NC)Nc3cccc(OC)c3)C2=O)cc1 (configuration not stated)	22	1	3	5	1	2	-0.5	-0.8	-2	-3	14
CCOC(=O)c1c(N)sc2c1C1CCN2CC1	1	5	-24	4	1	-1	-0.3	2.9	10	-1	10
CC1CCCN(CC(=O)NNC(=O)COc2ccc(Br)cc2)C1 (configuration not stated)	1	0	1	-6	x	-3	-0.2	-0.5	-10	-4	10
C[C@@H](NC(=O)c1[nH]cnc1C(=O)Nc1cccc(Cl)c1)c1ccccc1	24	-6	2	3	-1	-4	0.4	1.1	3	4	2
CCN(C[C@H]1N[C@@](Cc2ccccc2)(C(=O)OC)[C@H]2C(=O)N(C)C(=O)[C@@H]12)S(=O)(=O)c1ccc(C(F)(F)F)cc1	16	30	-14	-5	x	-3	-0.2	-2.1	8	-2	-7

Single records, from the list above.
Cc1cc(C)c(NC(=O)C2CCCN2CCOC(=O)c2cccc([N+](=O)[O-])c2)c(C)c1 (configuration not stated) in the list: Peg3 prom inh: 12; Vif imaging: -3; NR2E3 ag-2: -1; PDI inh: 5; NR2E3 ag-1: -3; CaV13 FRET inh: -5; aDG glyco act: 0.9; iPSC survival up: 1.7; MITF TRPM1 inh: 7; Exocytosis inh: 30; HIF-2a block: 19
COc1ccc(/C=C2/N=C(SC)NC2=O)cc1OC in the list: Peg3 prom inh: -47; Vif imaging: -5; NR2E3 ag-2: -29; PDI inh: 15; NR2E3 ag-1: -4; CaV13 FRET inh: -5; aDG glyco act: 0.0; iPSC survival up: -0.3; MITF TRPM1 inh: -73; Exocytosis inh: 4; HIF-2a block: -37

New compounds follow.
canonical_smiles	Peg3 prom inh	Vif imaging	NR2E3 ag-2	PDI inh	NR2E3 ag-1	CaV13 FRET inh	aDG glyco act	iPSC survival up	MITF TRPM1 inh	Exocytosis inh	HIF-2a block
Nc1nnc(SCC(=O)Nc2ccccc2)s1	0	-8	1	11	2	-5	0.1	-0.3	-10	-7	-11
COc1ccc(S(=O)(=O)N2CCOCC2)cc1NC(=O)COc1cccnc1[N+](=O)[O-]	18	-3	16	1	-4	-4	-0.2	-0.4	-2	5	17
Cc1cc(C)c(OCC(=O)OCC(=O)N2CCN(C(=O)c3ccco3)CC2)c(C)c1	3	-1	7	-7	1	-6	-0.2	0.2	2	8	-5
O=C(N/N=C/c1cccc(Oc2ccc([N+](=O)[O-])cc2[N+](=O)[O-])c1)c1cncc(Br)c1	21	-11	-23	-2	1	x	0.0	-0.2	40	-2	2
CCOC(=O)N1CCN(Cc2nc3c(c(=O)n(C)c(=O)n3C)n2Cc2cccc3ccccc23)CC1	4	-19	-5	2	0	-6	0.1	-3.5	13	-5	11
COCCNC(=O)C1(C)CCCN(CCSc2ccccc2)C1 (configuration not stated)	-1	1	-28	0	x	-12	-0.1	0.5	x	-2	10
CCc1ccc(-c2cn3nc(-c4ccccc4)cnc3n2)cc1	-130	-2	-27	9	5	-24	0.2	-0.9	-78	12	-169
CC1CC(=O)N(Cc2ccccc2)c2ccccc2N1C=O (configuration not stated)	13	-3	-4	-1	2	-4	-0.3	-1.2	16	3	18
O=C(NCCCn1ccnc1)c1cccc(S(=O)(=O)Nc2ccc(F)cc2)c1	-9	5	4	-6	x	-12	-0.1	-0.3	10	-4	13
Cn1c(NC(=O)C[n+]2cc(-c3ccc(F)cc3)n3c2CCC3)cc(=O)n(C)c1=O	14	4	22	7	-4	-4	-0.2	-0.3	-13	1	20
CCOc1ccc2nc3c(cc2c1)CN(CCOC)C(=NC)S3	-58	-3	-26	21	4	-4	0.2	-2.3	-30	1	-11
COC(=O)CCCC1=CC2=CC(=O)C(C)(OC(=O)c3cccs3)C(=O)C2=CN1CCCCO (configuration not stated)	3	-2	-15	-3	-2	-7	-0.2	-1.4	3	-2	7
CSCCC(NC(N)=O)C(=O)N(C)CC(=O)Nc1cc(C)ccc1C (configuration not stated)	6	10	-30	2	0	-4	0.3	-3.1	2	0	1
CC(C)c1nc2oc3ccccc3c(=O)c2c(=O)n1-c1ccccc1	-271	4	-118	9	3	x	0.2	-2.8	-19	0	-168
CCC(Sc1nc(-c2ccccc2)c(C#N)c(=O)[nH]1)C(=O)Nc1cc(C)on1 (configuration not stated)	3	9	-12	-1	27*	-5	-0.2	0.1	-2	-2	1
Cc1ccc(NS(=O)(=O)N2CCOCC2)cc1Cl	1	10	4	1	0	-4	-0.2	-0.5	-3	1	-7
CC(C)(C)C(=O)NC1CC2CCCC(C1)N2C(=O)Nc1cccc(Cl)c1 (configuration not stated)	9	-6	-4	-5	0	-5	0.1	-0.7	2	-7	21
CC(C)COC(=O)NCC12C=CC(O1)C1C(=O)N(c3ccc(Cl)cc3)C(=O)C12 (configuration not stated)	19	16	-18	-6	-1	-1	0.6	-1.7	12	91*	10
O=C(OCC(=O)N1CCOCC1)c1cc(-c2ccccc2)nc2ccccc12	-4	-3	1	5	x	-15	-0.1	-0.8	-20	10	-46
